Assay outcomes from PubChem BioAssay.
PDI turbidity – PDI (human) enzyme inhibition. inhibition, % at 10 µM. PDI insulin aggregation turbidity, A650, 90 min. actives 0.052% (n = 350,000);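 active means mean inhibition across replicates of 30% or more, whatever share of single replicates reach that level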;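 further: absorbance from insulin aggregation driven by PDI reduction with DTT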
Target sequence (P07237 whole entry, looked up): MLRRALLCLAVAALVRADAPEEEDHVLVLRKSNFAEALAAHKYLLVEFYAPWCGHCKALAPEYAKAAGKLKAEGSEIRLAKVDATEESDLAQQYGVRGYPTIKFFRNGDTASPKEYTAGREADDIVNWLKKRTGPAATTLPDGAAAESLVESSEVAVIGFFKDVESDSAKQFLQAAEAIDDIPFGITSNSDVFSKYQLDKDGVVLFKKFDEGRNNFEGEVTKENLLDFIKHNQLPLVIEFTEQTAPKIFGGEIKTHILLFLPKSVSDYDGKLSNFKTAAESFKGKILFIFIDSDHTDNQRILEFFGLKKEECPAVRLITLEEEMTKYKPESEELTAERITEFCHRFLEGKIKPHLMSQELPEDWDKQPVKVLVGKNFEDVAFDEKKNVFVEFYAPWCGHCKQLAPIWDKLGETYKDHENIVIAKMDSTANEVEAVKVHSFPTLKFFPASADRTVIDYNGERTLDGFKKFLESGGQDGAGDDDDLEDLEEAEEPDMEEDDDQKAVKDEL
NR2E3 ag-1 – activates human photoreceptor nuclear receptor NR2E3; Q9Y5X4; GST-NR2E3/biotin-RetCOR TR-FRET, 1536-well; inhibition of corepressor binding, % at 4.78 µM; actives 0.12% (n = 320,000); AID 2300;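 active means percent inhibition above the cutoff of mean plus 3 SD of all tested compounds, set per screening campaign, cut at about 20% in these data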;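 further: 0% = DMSO wells and 100% = biotin wells as full block of FRET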
Target sequence (Q9Y5X4 whole entry, looked up): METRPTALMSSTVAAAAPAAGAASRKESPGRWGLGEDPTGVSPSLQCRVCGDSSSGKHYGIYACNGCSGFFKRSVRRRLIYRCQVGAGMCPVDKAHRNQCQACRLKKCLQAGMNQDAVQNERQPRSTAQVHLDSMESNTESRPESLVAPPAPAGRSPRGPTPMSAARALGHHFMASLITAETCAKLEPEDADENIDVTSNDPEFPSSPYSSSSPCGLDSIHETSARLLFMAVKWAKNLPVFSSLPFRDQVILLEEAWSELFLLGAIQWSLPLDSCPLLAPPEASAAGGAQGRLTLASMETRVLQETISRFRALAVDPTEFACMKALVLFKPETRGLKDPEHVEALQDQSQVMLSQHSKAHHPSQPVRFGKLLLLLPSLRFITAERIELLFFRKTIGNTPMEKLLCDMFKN
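Material – GST-tagged NR2E3 plus biotinylated RetCOR corepressor · Quantity – NR2E3 fusion 1.35 nM · Times – 5 h incubation at 4 °C · Medium – pH 7.5 Tris-based buffer · Technique – TR-FRET, Eu(K)-anti-GST donor, streptavidin-D2 acceptor, ex 340, em 617/671 nm · Benchmarks – high control biotin, low control 0.6% DMSO · Format – 1536-well plates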
HIF-2a block – HIF-2a inhibition. 786-0 RCC cells HIF-2a reporter, luciferase luminescence, overnight. AID 624352. inhibition, % at 18.8 µM. actives 0.72% (n = 360,000);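 active means inhibition of the luminescence signal of 40% or more relative to plate controls, in a single-dose primary screen at 18.75 µM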
NR2E3 ag-2 – human photoreceptor-specific nuclear receptor agonism; Q9Y5X4; CHO-S Gal4-NCOR/VP16-NR2E3 two-hybrid, luciferase; inhibition of corepressor binding, % at 3.98 µM; actives 0.35% (n = 360,000); AID 602229;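 active means inhibition above the mean of all tested compounds plus 3 SD, cut at about 70% in these data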;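 further: 0% = DMSO with NR2E3 transfected cells and 100% = cells lacking NR2E3 construct; higher means lower luciferase signal from less NR2E3 corepressor binding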
Vif imaging – blocks HIV Vif function. HEK293T cells, Vif self-association by quenched fluorescence, imaging, 24 h. inhibition, % at 7.49 µM. actives 0.35% (n = 340,000); in the data active means inhibition above about 50%, passing the limit was not always enough; further: some results filed as inactive read as strong as hits
Peg3 prom inh – inhibitors of Peg3 promoter | actives 1.7% (n = 360,000) | inhibition, % at 20 µM | HeLa PEG-Prom luciferase reporter, luminescence, overnight | AID 588405;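 active means inhibition of at least 50% at 20 µM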
CF NFkB block – inhibitors of cystic fibrosis induced NF-kB; actives 0.86% (n = 360,000); KKLEB NF-kB-GFP reporter, PAF-induced, GFP fluorescence overnight; inhibition, % at 5 µM;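 active means at least 50% inhibition at 5 µM, scaled per plate between neutral and stimulator controls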;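 further: PAF is a Pseudomonas aeruginosa culture filtrate used as stimulus; plate controls were PAF-stimulated DMSO wells for no effect and unstimulated DMSO wells for full effect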
CaV13 ICDI inh – Disruptors of the CACNA1D IQ motif to Ca2+-dependent inactivation inhibitor domain association, primary screening, Förster resonance energy transfer in intact living …; inhibition, % at 12.3 µM; HEK cells, CFP/YFP FRET ICDI-IQ, plate reader, 10 min; percent FRET-ratio fall versus neutral wells; actives 0.098% (n = 340,000);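 active means mean replicate inhibition of at least 30% and at least 1% of replicates passing that level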;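 further: 0% = median of the neutral control wells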
KKLEB cytotox – counter-screen for CF NF-kB inhibitors: cytotoxicity | KKLEB CF airway cells viability, ATPlite luminescence, overnight; hits give low values; cells stimulated with P. aeruginosa culture filtrate | activity change (cytotoxicity), % at 5 µM | actives 0.36% (n = 360,000) | AID 602141;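 active means corrected activity change at or below -50% at 5 µM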
Shn3 inh set2 – Schnurri-3 reporter inhibition in Clone20 osteoblasts; Clone20 osteoblast Shn3 3'UTR firefly luciferase, 24 h; inhibition, % at 12.5 µM; actives 0.52% (n = 360,000);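 active means mean inhibition of at least 75% with every replicate also reaching 75%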;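 further: 0% = median of neutral control wells and 100% = pilot-screen positive control compound; some compounds past the cut are filed as inactive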
MITF TRPM1 inh – reduces MITF-dependent TRPM1 promoter luciferase signal | inhibition, % at 12.5 µM | SK-MEL-5 TRPM1 promoter luciferase, 24 h | actives 0.83% (n = 330,000) | AID 488899;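 active means mean inhibition across replicates of 60% or more, whatever share of single replicates reaches that level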; further: values of inactives mirror those of a sister screen read the other way
* = called active by the depositor; · = no result given.

SMILES	PDI turbidity	NR2E3 ag-1	HIF-2a block	NR2E3 ag-2	Vif imaging	Peg3 prom inh	CF NFkB block	CaV13 ICDI inh	KKLEB cytotox	Shn3 inh set2	MITF TRPM1 inh
Cc1ccc(F)cc1C(=O)N1CCCCC1c1cc(C(=O)NC(C)C)no1 (configuration not stated)	-10.3	·	-1.2	-7.0	29.9	3.9	0.6	-8.5	3.9	-24.4	·
COC(=O)CSc1nc2c(cnn2-c2ccc(Cl)cc2)c(=O)[nH]1	-0.4	-4.1	13.9	5.6	9.2	33.0	10.0	-4.4	-9.1	-0.3	7.1
O=C1CCCCCN1Cc1ccccc1	15.2	3.2	1.8	-23.2	-1.1	19.7	7.6	·	-12.2	0.9	-1.7
CCC(CO)Oc1cc(NCc2ccc(C)cc2)c2ncn(C(C)C)c2c1 (configuration not stated)	-8.1	·	13.4	14.4	-2.2	13.9	24.8	-12.1	-20.0	-2.0	15.4
NC(=O)N/N=C/c1ccc(-c2cccc(C(F)(F)F)c2)o1	0.5	-6.1	-101.6	-29.4	-3.9	-79.1	7.7	-2.4	-2.2	-21.3	-18.3
Cc1sc(NC(=O)c2cccs2)c(C(N)=O)c1C	-2.0	5.2	-275.4	-83.9	-4.6	-184.6	-63.8	-6.0	10.9	-56.7	-38.3
CCCCN1CCc2c(c3ccccc3n2Cc2ccccc2)C1	7.1	-3.2	17.6	3.6	-0.1	-8.9	21.2	-5.3	-2.2	28.2	-8.0
CCOc1ccccc1NC(=O)CSc1nnnn1-c1ccc(C(=O)OC)cc1	-5.1	-1.1	17.0	2.1	7.6	18.8	5.3	·	8.3	2.7	-8.0
CCN(CC)C(=O)c1ccc(-c2nnc(OC)c3ccccc23)cc1	-5.7	-2.0	-6.9	4.0	-5.0	12.7	6.1	-5.0	-4.0	17.2	12.9
CCN(CC)CCN(C(=O)c1ccc(C(=O)c2ccccc2)cc1)c1nc2c(OC)cccc2s1	6.6	4.9	8.6	-18.3	-1.6	-1.9	-22.8	·	11.5	7.9	5.5
CN(C(=O)COC(=O)c1ccc(Cl)nc1)c1c(N)n(Cc2ccccc2)c(=O)[nH]c1=O	18.3	0.7	15.4	-10.6	-4.8	-15.7	12.1	-5.9	-0.4	16.3	·
CCC(=NCCc1ccc(OC)c(OC)c1)C1=C(O)CC(C)(C)CC1=O	1.9	-1.7	15.0	-11.5	14.0	7.9	9.0	6.5	0.8	6.0	-4.1
COc1c(C)cc(C(=O)C2CCCN(C(=O)Cn3nc(C)nc3C)C2)cc1C (configuration not stated)	1.2	3.3	11.4	3.7	-6.4	-0.6	1.7	-7.0	6.2	-7.1	1.6
COc1ccc(-c2csc(NC(=O)c3cccc(N4C(=O)CCC4=O)c3)n2)cc1C	-3.7	-1.1	-12.1	-9.3	-2.8	-13.3	-16.6	-2.5	4.8	5.4	-5.0
CCn1nnnc1SCC(=O)c1ccc(C)cc1	-2.3	-1.8	-151.4	-3.2	12.1	-128.2	-3.0	-4.2	8.5	-45.1	-52.3
NCCc1nc(-c2ccccc2)cs1	4.4	-2.0	1.9	-0.4	9.4	-25.1	9.1	-1.6	5.8	1.6	-13.1
Cc1cc(=O)[nH]c(N/N=C/c2ccc(Br)s2)n1	1.6	-4.3	-60.2	-25.2	-1.9	-99.2	12.6	-16.4	5.4	-59.9	-27.5
COc1ccc(C(=O)Cn2cnc3ccccc3c2=O)cc1OC	-4.1	3.3	4.5	-22.6	-5.7	6.5	-13.0	-2.2	3.3	5.6	0.4
CCN(C1CCCCC1)S(=O)(=O)CCNC(=O)c1ccccc1	1.3	-0.4	13.6	-8.7	-2.5	5.0	0.1	-5.7	1.0	-3.9	5.2
CCCCCCNS(=O)(=O)c1nc2nc(C)cc(C)n2n1	·	1.9	0.7	-6.1	1.6	10.5	-2.5	-6.1	1.0	4.8	-1.6
COc1ccc(Br)cc1C(=O)Nc1ccc(N2CCN(S(C)(=O)=O)CC2)cc1	-0.3	2.0	-14.2	0.9	13.0	3.4	-6.2	-3.8	16.5	18.7	-7.5
CCn1c(SCC(=O)Nc2ccc(OC)cc2)nnc1-c1ccco1	-18.3	-1.0	-0.5	-18.3	11.7	-11.5	-12.0	-0.1	13.1	-17.1	2.4
COc1ccc(C)cc1NC(=O)CSCc1cc(=O)n2c(C)csc2n1	-1.8	·	14.1	1.7	9.8	-0.7	-20.5	-5.6	5.0	-0.9	-12.1
O=C(O)c1ccc(N/N=C/c2cccc3cccnc23)cc1	3.5	-7.2	-217.2	-69.8	2.2	-193.1	6.9	-11.0	-6.6	-76.5	-55.6
Cc1ccnc(NC(=O)CCC(=O)N(CC(=O)NC(C)(C)C)c2ccc(F)c(Cl)c2)c1	9.1	2.7	13.4	-10.2	17.8	0.2	9.8	-4.2	5.7	9.9	-8.8
Clc1ccc2nc(-c3ccccn3)c(Nc3ccc4c(c3)OCO4)n2c1	2.7	1.6	-62.8	52.0	·	-139.5	23.8	-5.0	-30.1	16.9	8.4
CCn1c(C)nc2cc(C(=O)NNC(=S)NC(=O)c3ccc(OC)cc3)ccc21	1.7	4.3	2.3	-6.2	2.5	-0.5	-8.7	1.5	12.0	14.4	27.9
Cc1cccc(N2C(=O)CC(Cn3nc(C)cc3C)C2=O)c1 (configuration not stated)	-7.1	6.6	19.7	9.2	-3.5	3.3	3.5	-4.7	12.2	2.8	-1.2
CC(=O)Nc1ccc(NC(=O)C(C)OC(=O)/C=C/c2cnc3ccccc3n2)cc1 (configuration not stated)	-6.9	1.3	6.7	-50.8	24.5	9.5	9.3	-2.7	-16.4	2.6	-17.0
C/C(NC(=O)c1cccs1)=C1\C(=O)C[C@@H]2[C@H]1C2(C)C	3.5	-5.6	-225.7	-51.9	-8.6	-284.8	-11.4	·	4.4	-47.9	-61.5
COCCCNC(=O)C(=O)C1C(=O)Nc2ccccc21 (configuration not stated)	-0.7	-2.4	10.2	-14.8	5.5	9.7	-7.4	16.1	3.0	33.1	2.3
COc1ccc(OCC(=O)NC(CC(=O)O)c2ccc(OC)c(OC)c2)cc1 (configuration not stated)	-5.2	-0.3	13.5	-16.3	1.4	9.0	-3.2	3.1	19.5	12.5	6.6
Cc1nc2c3ccccc3n(CC#N)c(=O)n2n1	·	-1.8	21.0	-2.9	-10.2	5.0	6.5	-4.3	-2.2	-13.8	21.9
Cc1ccc(NC(=O)CNc2ccc(Cl)cc2F)cc1	8.1	-2.7	-36.8	-11.2	-1.0	-48.5	-2.5	-4.7	-3.1	-15.7	-13.8
CCc1ccc(N(C(=O)C(F)(F)F)C(C(=O)NC2CCCCC2)c2ccncc2)cc1 (configuration not stated)	-2.8	8.3	1.4	-14.6	5.1	19.6	20.8	-11.1	10.8	-25.3	-0.1
Cc1ccc(NC(=S)NCCSc2ccc(Cl)cc2)c(C)c1	-23.3	-0.1	10.4	6.8	14.4	16.7	-2.4	-2.5	1.1	-4.3	3.5
N#CC1=C(N)OC2=C(CN(Cc3ccccc3)C/C2=C\c2cccnc2)C1c1cccnc1 (configuration not stated)	6.8	1.3	9.4	-46.1	13.5	6.1	12.1	·	-7.2	-3.5	-2.5
CS(=O)(=O)c1ccc(C(=O)OCC(=O)NC(=O)C2COc3ccccc3O2)cc1[N+](=O)[O-] (configuration not stated)	7.5	·	1.5	-4.5	14.1	8.4	7.8	-2.1	24.1	-41.5	16.6
CCOC(=O)c1cnc2ccc(Cl)cc2c1N1CCN(C)CC1	0.1	8.5	2.9	-14.8	-0.8	17.0	-8.3	-4.7	1.6	4.3	2.0
CCCCn1c(N)c(N(CCOC)C(=O)CSc2nnc(-c3ccco3)n2CC)c(=O)[nH]c1=O	0.1	·	1.8	-2.5	-0.8	12.2	16.7	-4.9	-8.5	3.3	2.9
CCC1(CC)NC(=O)N(CC(=O)OCC(=O)c2cc(C)c(C)cc2C)C1=O	3.6	·	-3.8	12.7	-3.3	14.8	15.8	-5.5	3.3	14.7	-1.3
COc1cc2[nH]c(=S)nc(NCCc3ccc(C)cc3)c2cc1OC	-0.2	·	20.8	-11.2	-4.7	11.8	18.5	5.8	-25.1	-35.4	-5.7
COc1ccc(C2(C)NC(=O)N(CC(=O)N3CCc4ccccc43)C2=O)cc1OC (configuration not stated)	-4.9	1.6	15.2	-8.6	-5.1	10.2	9.6	-1.8	-6.2	-22.3	6.4
CN(C)C(=S)SCC(=O)Nc1ccc(Cl)cc1Cl	2.2	1.7	-118.1	-57.7	-1.3	-107.7	-9.7	·	-11.8	-14.7	-21.1
CC1CCN(C(=O)Cn2c(=O)n(CCCC(=O)NCc3ccco3)c(=O)c3sccc32)CC1	8.2	-0.1	3.7	-21.7	22.2	2.5	1.0	-7.2	-14.9	-4.4	-8.7
Cc1ccccc1CNC(=O)C(=O)NCCC1CCCCN1S(=O)(=O)c1ccccc1 (configuration not stated)	-11.1	0.1	5.8	-14.8	8.0	31.4	3.4	-12.0	3.8	17.7	7.8
Cc1ccc(-n2nnnc2SCC(=O)N2CC(=O)Nc3ccccc32)cc1	-12.9	2.2	9.5	-25.3	-11.8	13.5	11.7	-5.6	4.7	4.9	-6.1
O=C(c1ccccc1)C1N=NCC1c1ccc(Cl)cc1 (configuration not stated)	14.3	·	1.5	-4.3	17.0	-7.0	4.0	-5.2	-12.8	0.4	14.9
Cc1cc(C)nc(N/N=C/c2ccccc2OCc2cccc(Br)c2)n1	1.5	-2.8	-41.7	-25.0	-14.5	-30.0	2.0	-4.8	-1.8	0.0	8.2
O=C(CC(C(=O)O)c1c[nH]c2ccccc12)c1ccccc1 (configuration not stated)	3.6	-0.6	-77.1	-29.3	0.2	-47.8	-3.7	-5.3	-4.7	-28.3	-0.6
CC1(NC(=O)c2ccccc2)CCN(CCc2cccs2)C1=O (configuration not stated)	-2.6	1.1	-10.3	20.5	·	-0.1	-11.4	-10.1	11.6	-15.4	1.2
O=C(Nc1nc(-c2ccc([N+](=O)[O-])cc2)cs1)c1c(F)cccc1F	-0.8	2.4	-55.7	-2.2	-2.4	-23.8	20.1	-20.2	-13.1	-20.1	-15.7
CN(CC(=O)Nc1ccc(F)cc1)C(=O)c1cccc(S(=O)(=O)N2CCN(c3ccccc3)CC2)c1	1.6	0.9	11.0	2.0	-37.7	16.3	-4.9	-6.6	-5.9	69.8	8.5

Hits appear at their usual frequency. Share with any hit: about 3.3%.
